Assay outcomes deposited in PubChem BioAssay by National Center for Advancing Translational Sciences (NCATS).
HepG2 tox: kills HepG2 cells in TGF-b inhibitor counter-screen. HepG2 CAGA-GFP viability, ATP luminescence, 18 h. Potency, µM (highest dose often 46.1 µM), for the others: at the highest dose activity change, negative = cytotoxicity, most hits filed as cytotoxic. actives 0.76% (n = 410,000); also: potency is read from the fitted curve at half-maximal effect; some results filed as inactive show a strong effect at the top dose
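HepG2 CAGA-GFP cells (1000/well, DMEM with 1% FBS) received compound, then TGF-beta at 500 pg/mL final, and were incubated 18 hours at 37 degrees C. Viability was read by CellTiter-Glo luminescence. Media-only wells were set as complete cell-killing and DMSO as no toxicity.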
S2 tox: viability counter-screen for ATXN expression inhibitors; actives 0.49% (n = 400,000); AID 651635; Potency, µM (highest dose often 56.7 µM), hits mostly cytotoxic; S2 cells (HEK-293 line with an ATXN2-luciferase reporter) viability, CellTiter-Fluor protease fluorescence, 24 h; also: potency is read from the fitted curve at half-maximal effect; nearly all actives have a fitted effect of over 40% in size
Nrf2 inh: Nrf2 pathway inhibition. actives 2.1% (n = 360,000). Potency, µM (doses to about 46 µM), for inactives: at the highest dose activity change, negative = inhibition, hits mostly inhibitors. A549 ARE-Fluc reporter, luciferase luminescence, 18-24 h. AID 504444; also: potency is read from the fitted curve at half-maximal effect; % is scaled to controls: 0 for no effect and ±100 for the full control effect; nearly all actives have a fitted effect of over 60% in size
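Two sequential reads on A549 ARE_Fluc cells exposed to compound for 18-24 h: a CellTiter-Fluor fluorescence read for viability, then a luciferase luminescence read for Nrf2/ARE activity.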
Nrf2 activator: activates Nrf2 signaling. AREc32 ARE-luciferase reporter (MCF7-derived line), luminescence, 24 h. Potency, µM (top dose mostly 46.1 µM), for the others: at the top dose activation, most hits filed as activators. actives 0.31% (n = 410,000). AID 624171; also: potency is read from the fitted curve at half-maximal effect; % of control where 0% means no effect; nearly all actives have a fitted effect of over 65% in size
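AREc32 cells carrying an ARE-driven firefly luciferase reporter were seeded at 1000 cells/well in OPTI-MEM with 5% FBS, then exposed to compound for 24 hr at 37 deg C. Luminescence was read with Steady-Glo after 30 min at RT.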
ATXN2 expr inh: reduces ATXN2 reporter expression in HEK-293 cells. HEK-293 ATXN2-luciferase reporter, luminescence, 24 h. Potency, µM (highest dose often 57 µM), without a hit: top-dose activity change, negative = inhibition, hits mostly inhibitors. actives 0.72% (n = 360,000); also: potency is read from the fitted curve at half-maximal effect; % is scaled to controls: 0 for no effect and ±100 for the full control effect; nearly all actives have a fitted effect of over 55% in size
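ATXN2-luciferase reporter cells (luciferase flanked by upstream and downstream ATXN2 gene portions) were treated 24 h at 37 °C with compounds at up to 57 uM. SteadyGlo luminescence gave expression; GF-AFC fluorescence gave viability.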
IL2 activator: IL-2 activation; IL-2 activation reporter assay, cell-based qHTS; stimulated with anti-CD3/CD4/CD28 beads; in transgenic mouse T cells; activation, % (series mostly up to about 46 µM); actives 0.065% (n = 360,000); in the data active = activation above about 50%; inconclusive = mostly about 30% to 49%; also: 0% is about no effect
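Using fluorescent plate cytometry, EGFP and DsRed are detected in transgenic mouse T cells stimulated 18 h at 37 degrees C with antibody-coated beads after 60 min compound pretreatment.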
A549 tox: counter-screen for Nrf2 inhibitors: cytotoxicity in A549 cells. A549 ARE-Fluc cells, CellTiter-Fluor viability, 18-24 h. Potency, µM (doses to about 46 µM), for inactives: top-dose activity change, negative = cytotoxicity, actives largely listed as inhibitors. actives 0.16% (n = 390,000). AID 504648; also: potency is read from the fitted curve at half-maximal effect; % is scaled to controls: 0 for no effect and ±100 for the full control effect
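A549 ARE_Fluc cells in 5% FBS OPTI-MEM were exposed to compounds in concentration-response for 18-24 h at 37 deg C. Viability was read by CellTiter-Fluor fluorescence (Ex 405/Em 525) after 30 min, before the luciferase read.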
TGFb inhibitor: inhibitors of TGF-b signaling. Potency, µM (series often up to 46.1 µM), inactives show top-dose activity, negative = inhibition, hits mostly inhibitors. HepG2 CAGA-GFP TGF-b/SMAD3 reporter, GFP fluorescence, 18 h; TGF-beta stimulated, 500 pg/mL final. actives 1.2% (n = 410,000); also: potency is read from the fitted curve at half-maximal effect; % is scaled to controls: 0 for no effect and ±100 for the full control effect; nearly all actives have a fitted effect of over 65% in size
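Per well, imaged GFP fluorescence of HEPG2 CAGA-GFP cells gives the signal; cells get compound, then TGF-beta (500 pg/mL final), 18 h at 37 degrees C; %Activity versus -TGF-beta and +DMSO controls.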
EPAC2 agonist: agonists of human EPAC2 (RAPGEF4); Q8WZA2; EPAC2 activation, biochemical qHTS; response scale: 100% = 6.5 mM cAMP response; Potency, µM (titrated, usually from 154 µM), for inactives: at the top dose activation, usual class: activators; actives 0.079% (n = 360,000); also: potency is read from the fitted curve at half-maximal effect; nearly all actives have a fitted effect of over 50% in size
Target sequence (Q8WZA2 whole entry, looked up): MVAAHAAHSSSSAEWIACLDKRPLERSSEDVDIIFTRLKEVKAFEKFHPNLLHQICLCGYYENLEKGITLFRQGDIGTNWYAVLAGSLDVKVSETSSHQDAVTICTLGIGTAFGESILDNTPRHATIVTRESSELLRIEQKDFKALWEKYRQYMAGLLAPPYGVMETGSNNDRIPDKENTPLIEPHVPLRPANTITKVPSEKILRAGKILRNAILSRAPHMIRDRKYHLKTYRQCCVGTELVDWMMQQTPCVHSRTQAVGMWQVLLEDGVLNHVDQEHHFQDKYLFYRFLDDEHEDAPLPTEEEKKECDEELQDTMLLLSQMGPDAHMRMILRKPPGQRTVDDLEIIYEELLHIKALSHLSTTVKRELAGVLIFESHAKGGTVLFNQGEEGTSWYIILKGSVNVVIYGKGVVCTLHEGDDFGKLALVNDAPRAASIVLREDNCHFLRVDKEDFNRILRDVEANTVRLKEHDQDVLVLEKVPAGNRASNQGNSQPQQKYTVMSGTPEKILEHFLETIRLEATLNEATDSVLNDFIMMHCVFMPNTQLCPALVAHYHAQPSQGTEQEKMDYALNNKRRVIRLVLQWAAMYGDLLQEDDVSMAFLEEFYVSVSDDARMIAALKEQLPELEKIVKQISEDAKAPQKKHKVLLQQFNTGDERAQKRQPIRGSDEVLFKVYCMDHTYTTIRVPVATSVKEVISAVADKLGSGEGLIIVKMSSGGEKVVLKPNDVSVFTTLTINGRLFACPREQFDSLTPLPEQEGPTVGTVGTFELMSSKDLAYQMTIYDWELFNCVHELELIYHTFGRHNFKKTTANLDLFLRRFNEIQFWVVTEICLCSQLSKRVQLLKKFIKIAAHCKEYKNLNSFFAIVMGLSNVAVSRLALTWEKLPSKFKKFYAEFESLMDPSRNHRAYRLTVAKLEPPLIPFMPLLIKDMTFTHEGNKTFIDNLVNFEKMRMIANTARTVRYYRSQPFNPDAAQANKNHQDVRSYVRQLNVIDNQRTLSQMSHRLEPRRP
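Readout is BODIPY fluorescence (480 nm excitation, 540 nm emission), which falls as labeled GDP is exchanged off Rap1B. EPAC2 at 100 nM acted on 250 nM RAP1B-BODIPY-GDP with 50 uM GDP present.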
* = called active by the depositor. Unless noted, calls follow the shape of the dose curve; as a rule, active = well fitted curve in the direction sought with a large enough effect; inconclusive = small, poorly fitted or top-dose-only effect, or another doubt; inactive = no such curve, though single readings can be large; an effect the other way counts as inactive or inconclusive.

What do the screens show for `CCOc1ccccc1Nc1nc2ccccc2[nH]1`?
HepG2 tox: -31.6%; S2 tox: inactive; Nrf2 inh: 10.6%; Nrf2 activator: 7.4%; ATXN2 expr inh: 4.5%; IL2 activator: -0.7; A549 tox: -1.2%; TGFb inhibitor: -1.1%; EPAC2 agonist: 1.2%

How did Cc1csc(SCc2ccc(C(=O)O)cc2)n1 do in these assays?
HepG2 tox: 6.0%; Nrf2 inh: 1.1%; Nrf2 activator: -0.1%; IL2 activator: 0.9; A549 tox: 0.1%; TGFb inhibitor: -6.4%; EPAC2 agonist: 6.1%

What do the screens show for `Cc1nc(NCC2CC2)c2nnn(Cc3ccccc3)c2n1`?
HepG2 tox: 6.3%; Nrf2 inh: 6.9%; Nrf2 activator: -0.4%; ATXN2 expr inh: 34.3%; IL2 activator: -0.7; A549 tox: 3.0%; TGFb inhibitor: 15.4%; EPAC2 agonist: -1.4%

Results for O=C(O)CNS(=O)(=O)/C=C/c1ccccc1 ?
HepG2 tox: 6.6%; S2 tox: inactive; Nrf2 inh: 1.4%; Nrf2 activator: -0.5%; ATXN2 expr inh: 2.4%; IL2 activator: 0.4; A549 tox: 1.4%; TGFb inhibitor: 1.8%; EPAC2 agonist: 15.3%

How did c1ccc(CSc2ncnc3c2sc2nc(N4CCOCC4)c4c(c23)CCCC4)cc1 do in these assays?
HepG2 tox: -1.8%; S2 tox: inactive; Nrf2 inh: 5.9%; Nrf2 activator: -0.1%; ATXN2 expr inh: -6.6%; IL2 activator: -0.8; A549 tox: -3.6%; TGFb inhibitor: 0.0%; EPAC2 agonist: 4.0%

What do the screens show for `COc1ccc(S(=O)(=O)N2CCC(C(=O)N[C@H](C(=O)NCc3ccco3)C(C)C)CC2)cc1`?
HepG2 tox: -20.7%; S2 tox: inactive; Nrf2 inh: inconclusive; Nrf2 activator: -0.2%; ATXN2 expr inh: -0.9%; IL2 activator: -3.5; A549 tox: 4.5%; TGFb inhibitor: -21.4%; EPAC2 agonist: 0.1%

How did CN(C)C(=O)N1CCCC(C(=O)NCCc2ccccc2)C1 (centres undefined) do in these assays?
HepG2 tox: 1.5%; S2 tox: inactive; Nrf2 inh: 7.6%; Nrf2 activator: -0.4%; ATXN2 expr inh: 0.0%; IL2 activator: 0.5; A549 tox: -4.5%; TGFb inhibitor: 13.3%; EPAC2 agonist: -1.3%

What do the screens show for `CC(C)C[C@H]1CNC(=O)C(=O)N1C[C@H](Cc1ccc(O)cc1)NC(=O)Cc1ccccc1`?
S2 tox: inactive; Nrf2 activator: -0.6%; ATXN2 expr inh: 12.2%; IL2 activator: -0.4; EPAC2 agonist: 7.2%

How did Cc1cc(C)nc(N2CCN(c3nnnn3-c3ccccc3)CC2)n1 do in these assays?
HepG2 tox: -5.1%; S2 tox: inactive; Nrf2 inh: -2.2%; Nrf2 activator: -0.9%; ATXN2 expr inh: 2.7%; IL2 activator: 1.0; A549 tox: -7.4%; TGFb inhibitor: -4.9%; EPAC2 agonist: 3.7%

What do the screens show for `CC(=O)c1cccc(NC(=O)C2CCCN(C(=O)c3cnn(-c4ccccc4)c3-n3cccc3)C2)c1` (centres undefined)?
HepG2 tox: -28.4%; S2 tox: inactive; Nrf2 inh: 3.4%; Nrf2 activator: 6.1%; ATXN2 expr inh: -11.5%; A549 tox: -0.5%; TGFb inhibitor: -25.3%

Results for COc1ccc(N2CC(C(=O)N[C@H](C(=O)NC3CCCCC3)C(C)C)CC2=O)cc1 (some centres undefined) ?
HepG2 tox: -7.4%; S2 tox: inactive; Nrf2 inh: 2.6%; Nrf2 activator: -0.4%; ATXN2 expr inh: 13.1%; IL2 activator: -1.1; A549 tox: -16.3%; TGFb inhibitor: 6.2%; EPAC2 agonist: -3.2%

What do the screens show for `COc1ccc(C(=O)N/C(=C/c2cccnc2)C(=O)Nc2cccc(C(C)=O)c2)cc1OC`?
HepG2 tox: 3.2%; S2 tox: inactive; Nrf2 inh: -5.2%; Nrf2 activator: 0.6%; ATXN2 expr inh: -4.3%; IL2 activator: -3.1; A549 tox: -3.6%; TGFb inhibitor: 0.8%; EPAC2 agonist: -4.6%

Results for CCN1CCN(C(=O)c2ccc(Sc3ccccc3Cl)c([N+](=O)[O-])c2)CC1 ?
HepG2 tox: -12.5%; S2 tox: inactive; Nrf2 inh: -7.6%; Nrf2 activator: 0.9%; ATXN2 expr inh: -7.6%; IL2 activator: 0.0; A549 tox: -4.9%; TGFb inhibitor: -17.2%; EPAC2 agonist: -5.7%

Results for O=C(O)C1CCC(CNS(=O)(=O)c2ccccc2)CC1 (centres undefined) ?
HepG2 tox: -0.6%; S2 tox: inactive; Nrf2 inh: 0.6%; Nrf2 activator: 0.0%; ATXN2 expr inh: 5.8%; IL2 activator: 0.2; A549 tox: 1.3%; TGFb inhibitor: 16.5%; EPAC2 agonist: 15.7%

What do the screens show for `O=C(CSCc1ccc(Cl)cc1)NN=C1CCCCCC1`?
HepG2 tox: 5.4%; S2 tox: inactive; Nrf2 inh: 13.3%; Nrf2 activator: 0.5%; ATXN2 expr inh: -3.6%; IL2 activator: -0.4; A549 tox: 0.8%; TGFb inhibitor: -6.2%; EPAC2 agonist: -1.4%

Results for Cn1nc(C(=O)Nc2sccc2C(N)=O)ccc1=O ?
HepG2 tox: -3.5%; S2 tox: inactive; Nrf2 inh: 5.8%; Nrf2 activator: 0.2%; ATXN2 expr inh: 6.2%; IL2 activator: -0.7; A549 tox: 3.9%; TGFb inhibitor: -9.7%; EPAC2 agonist: 2.6%

What do the screens show for `O=S(=O)(Nc1ccc(OC(F)(F)F)cc1)c1ccc(N2CCCCS2(=O)=O)cc1`?
HepG2 tox: -3.1%; S2 tox: inactive; Nrf2 activator: -1.2%; ATXN2 expr inh: -26.6%; A549 tox: -6.7%; TGFb inhibitor: inconclusive

Results for Cc1onc(-c2ccccc2)c1C(=O)N1CCC(C)CC1 ?
HepG2 tox: 8.1%; S2 tox: inactive; Nrf2 inh: 5.2%; Nrf2 activator: 0.1%; ATXN2 expr inh: 1.9%; IL2 activator: 0.1; A549 tox: 1.9%; TGFb inhibitor: 2.4%; EPAC2 agonist: -5.8%

Results for Cc1nn2c(=O)cc(COC(=O)c3ccc(NC(=O)C4CCCCC4)cc3)nc2s1 ?
HepG2 tox: -12.0%; Nrf2 activator: 1.2%; A549 tox: 8.7%; TGFb inhibitor: -4.4%

What do the screens show for `CCN(CC(=O)Nc1cc(Cl)ccc1OC)CC(=O)NC1CCS(=O)(=O)C1` (centres undefined)?
HepG2 tox: 3.7%; S2 tox: inactive; Nrf2 inh: 0.0%; Nrf2 activator: -0.3%; IL2 activator: 1.6; A549 tox: 0.0%; TGFb inhibitor: -0.6%; EPAC2 agonist: 7.2%

What do the screens show for `O=C(c1ccc(S(=O)(=O)Nc2ccccc2)cc1)N1CCCC(C(F)(F)F)C1` (centres undefined)?
HepG2 tox: -4.3%; S2 tox: inactive; Nrf2 inh: 25.9µM*; Nrf2 activator: 0.0%; ATXN2 expr inh: -14.3%; IL2 activator: -0.3; A549 tox: inconclusive; TGFb inhibitor: -2.4%; EPAC2 agonist: -5.0%

Results for c1ccc(-c2nnc(SCc3nc4ccccc4[nH]3)n2Cc2ccco2)cc1 ?
HepG2 tox: -18.0%; S2 tox: inactive; Nrf2 inh: 4.5%; Nrf2 activator: 0.6%; ATXN2 expr inh: -11.5%; IL2 activator: 2.5; A549 tox: -5.0%; TGFb inhibitor: -4.0%; EPAC2 agonist: 7.3%

What do the screens show for `O=C(NNC(=O)C1CCN(Cc2ccccc2)CC1)c1cccs1`?
HepG2 tox: -2.9%; S2 tox: inactive; Nrf2 inh: -7.0%; Nrf2 activator: -0.1%; ATXN2 expr inh: -17.1%; IL2 activator: 0.2; A549 tox: -0.4%; TGFb inhibitor: 7.9%; EPAC2 agonist: -4.3%

What do the screens show for `CC(C)NC(=S)N1CCN(c2ncccn2)CC1`?
HepG2 tox: 1.3%; S2 tox: inactive; Nrf2 inh: 5.3%; Nrf2 activator: -0.8%; ATXN2 expr inh: 5.8%; IL2 activator: 0.7; A549 tox: 3.7%; TGFb inhibitor: 16.4%; EPAC2 agonist: 7.5%

Results for Cc1cc(-c2n[nH]c(=S)n2/N=C/C=C/c2ccco2)n[nH]1 ?
HepG2 tox: 6.7%; S2 tox: inactive; Nrf2 inh: 3.3%; Nrf2 activator: 2.9%; ATXN2 expr inh: 18.6%; IL2 activator: -4.0; A549 tox: 5.9%; TGFb inhibitor: 20.4%; EPAC2 agonist: 10.8%

Results for Cc1cc2oc(=O)cc(CSc3nnc(-c4cccs4)o3)c2cc1C(C)C ?
HepG2 tox: -1.1%; S2 tox: inactive; Nrf2 inh: 8.2µM*; Nrf2 activator: -0.2%; ATXN2 expr inh: -14.5%; IL2 activator: -5.4; A549 tox: inconclusive; TGFb inhibitor: -1.9%; EPAC2 agonist: 4.5%

Results for CCCCn1c(N)c(N(CCOC)C(=O)c2cc(CC)c(C)s2)c(=O)[nH]c1=O ?
HepG2 tox: -1.7%; S2 tox: inactive; Nrf2 inh: 5.7%; Nrf2 activator: -0.2%; ATXN2 expr inh: 7.3%; IL2 activator: -0.3; A549 tox: -5.1%; TGFb inhibitor: 14.6%; EPAC2 agonist: -4.1%

How did Cc1ccc(CNC(=O)CCc2ccc(S(=O)(=O)NCC(C)C)cc2)cc1 do in these assays?
HepG2 tox: 0.0%; S2 tox: inactive; Nrf2 inh: -27.4%; Nrf2 activator: 2.6%; ATXN2 expr inh: -21.0%; IL2 activator: -0.4; A549 tox: -0.1%; TGFb inhibitor: 0.0%; EPAC2 agonist: -16.2%

Outcome played no part in choosing rows; any-hit rate near 4.3%.
